# Screening data from PubChem.
# PAFAH2 FP inh = inhibitors of human PAFAH2; Q99487; recombinant PAFAH2, FP-rhodamine activity probe, fluorescence polarization; inhibition, % at 3.39 µM; 340,000 compounds, 0.99% hits; AID 492956;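 active = inhibition above the mean over all tested compounds plus 3 SD, cut at about 30% in these data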;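 note: inhibitors block probe labeling of enzyme so polarization drops; 0% = enzyme with DMSO and 100% = wells lacking PAFAH2 protein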
# PAD4 inh = inhibitors of human PAD4; 330,000 compounds, 0.41% hits; AID 485272; recombinant PAD4, RCA probe fluorescence polarization; inhibition, % at 6.36 µM;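 active = percent inhibition above a cutoff equal to the mean of all tested compounds plus 3 SD, cut at about 15% in these data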;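 note: 0% = PAD4 with RCA probe and DMSO and 100% = probe without PAD4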
# PME-1 primary = blocks human protein phosphatase methylesterase 1. AID 2130. Q9Y570. inhibition, % at 5.9 µM. 320,000 compounds, 0.53% hits. recombinant PME-1, FP-Rh probe fluorescence polarization;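 active = inhibition above the campaign mean of all compounds plus 3 SD, cut at about 26% in these data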;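 note: competitive labeling of PME-1 active site by serine hydrolase directed probe; 0% = PME-1 with DMSO and 100% = wells lacking PME-1 enzyme; inhibitors block probe labeling so polarization falls and inhibition rises; many of its hits are not listed in these tables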
# pPAFAH inh = pPAFAH (human) enzyme inhibition | Q13093 | recombinant pPAFAH, FP-rhodamine probe fluorescence polarization | inhibition, % at 3.39 µM | 330,000 compounds, 1.5% hits;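 active = inhibition above the mean inhibition across the screen plus 3 SD, cut at about 25% in these data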;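 note: inhibitors block binding of the rhodamine activity-based probe so polarization drops; 0% = enzyme with DMSO and 100% = wells lacking pPAFAH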
# Target sequence (Q13093 whole entry, looked up): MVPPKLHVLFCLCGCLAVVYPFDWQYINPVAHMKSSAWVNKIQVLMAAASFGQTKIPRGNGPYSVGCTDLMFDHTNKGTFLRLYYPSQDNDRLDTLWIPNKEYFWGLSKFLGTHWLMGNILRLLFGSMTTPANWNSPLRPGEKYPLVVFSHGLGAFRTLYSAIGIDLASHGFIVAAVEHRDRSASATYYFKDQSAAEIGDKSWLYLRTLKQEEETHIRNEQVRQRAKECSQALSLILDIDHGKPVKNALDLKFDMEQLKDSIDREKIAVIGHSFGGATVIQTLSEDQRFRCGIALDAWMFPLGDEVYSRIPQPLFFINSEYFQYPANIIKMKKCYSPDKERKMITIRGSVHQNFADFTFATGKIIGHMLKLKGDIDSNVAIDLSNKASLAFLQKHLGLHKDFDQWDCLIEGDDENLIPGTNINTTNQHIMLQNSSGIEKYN
# GSTO1 counter = counter-screen for RBBP9 inhibitors: inhibitors of human GSTO1; P78417; recombinant GSTO1, activity-based probe fluorescence polarization; inhibition, % at 5.96 µM; 300,000 compounds, 1.1% hits; AID 1974;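 active = inhibition above the campaign mean inhibition plus 3 SD, cut at about 35% in these data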;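 note: 0% = GSTO1-1 with DMSO and 100% = wells lacking GSTO1-1 enzyme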
# LYPLA1 inh = LYPLA1 (human) inhibition in PME1 counter-screen | recombinant LYPLA1, FP-Rh probe fluorescence polarization | inhibition, % at 5.9 µM | 320,000 compounds, 0.16% hits | AID 2174;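 active = inhibition above the mean of all tested compounds plus 3 SD, set per campaign, cut at about 14% in these data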;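 note: inhibitors block serine hydrolase probe labeling of LYPLA1 so polarization falls; 0% = enzyme with DMSO and 100% = wells lacking LYPLA1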
# Target sequence (O75608 whole entry, looked up): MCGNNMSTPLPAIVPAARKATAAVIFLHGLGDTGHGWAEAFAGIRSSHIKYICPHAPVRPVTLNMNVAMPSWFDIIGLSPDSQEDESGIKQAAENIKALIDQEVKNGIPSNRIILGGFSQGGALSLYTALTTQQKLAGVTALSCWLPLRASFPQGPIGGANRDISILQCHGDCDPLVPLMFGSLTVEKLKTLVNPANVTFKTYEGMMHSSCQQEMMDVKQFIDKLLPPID
# PAFAH1B2 FP inh = PAFAH1B2 (human) inhibition | recombinant PAFAH1B2, FP-rhodamine activity probe, fluorescence polarization | inhibition, % at 3.39 µM | P68402 | 340,000 compounds, 1.2% hits | AID 492953;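 active = inhibition above the mean of all tested compounds plus 3 SD, cut at about 24% in these data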;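 note: 0% = enzyme with DMSO and 100% = wells lacking PAFAH1B2; many of its hits are not listed in these tables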
# PAFAH1B3 FP inh = blocks human PAF acetylhydrolase 1B catalytic subunit 3. 340,000 compounds, 0.28% hits. inhibition, % at 3.39 µM. Q15102. recombinant PAFAH1B3, FP-rhodamine probe, fluorescence polarization;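 active = inhibition above the screen-wide average of all tested compounds plus 3 SD, cut at about 25% in these data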;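 note: 0% = enzyme with DMSO only and 100% = wells lacking PAFAH1B3 protein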
# LYPLA2 counter = LYPLA2 (human) inhibition in PME1 counter-screen | O95372 | inhibition, % at 5.9 µM | 320,000 compounds, 0.38% hits | recombinant LYPLA2, FP-Rh probe fluorescence polarization | AID 2177;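 active = inhibition above the screen-wide mean plus 3 SD, limit set per campaign, cut at about 26% in these data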;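 note: 0% = LYPLA2 with DMSO and 100% = wells lacking LYPLA2 enzyme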
# Target sequence (O95372 whole entry, looked up): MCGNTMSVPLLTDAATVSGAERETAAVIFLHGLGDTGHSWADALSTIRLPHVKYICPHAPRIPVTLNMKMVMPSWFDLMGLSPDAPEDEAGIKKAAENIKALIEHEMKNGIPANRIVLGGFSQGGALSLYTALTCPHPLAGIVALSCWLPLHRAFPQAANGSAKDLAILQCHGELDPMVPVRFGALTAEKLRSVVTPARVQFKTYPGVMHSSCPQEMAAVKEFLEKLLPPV
# The depositor's hits bear a star; x = not tested or not shown. Not all compounds are listed; rates above refer to the full screens.
# Fields – PAFAH2 FP inh	GSTO1 counter	LYPLA1 inh	pPAFAH inh	LYPLA2 counter	PME-1 primary	PAFAH1B2 FP inh	PAFAH1B3 FP inh	PAD4 inh
> Cc1ccccc1OCC(=O)NCCCNC(=O)c1ccccn1
    -3	-2	-1	0	-1	-1	-4	-1	-4
> COc1ccc(CN(Cc2cc3cccc(C)c3n3nnnc23)C(=O)N2CCOCC2)cc1
    -3	4	-1	-1	-1	3	3	5	0
> Cc1cccc(CSCCNC(=O)Nc2ccccc2)c1
    2	11	2	7	0	-4	7	-1	2
> COCCNC(=O)c1cc2c(=O)n3cccc(C)c3nc2n(Cc2ccncc2)c1=N
    -2	-2	3	6	2	-2	2	7	-1
> c1cncc(-c2nnc3sc(C4CCCCC4)nn23)c1
    2	-13	-3	3	-3	-3	-1	3	-3
> COCCCn1c(C(=O)N2CC(C)OC(C)C2)cc2c(=O)n3cccc(C)c3nc21 (stereo not given)
    -11	1	-8	-3	3	-5	3	7	-1
> CC(C)CNS(=O)(=O)c1ccc(C(=O)Nc2ccc3c(c2)OCCO3)cc1
    4	0	-2	-4	0	-3	1	7	5
> COc1ccc(NC(=O)CCNS(=O)(=O)c2cccc3nonc23)c(OC)c1
    -4	2	0	7	1	0	0	10	5
> CC(=O)C1=C(O)C(=O)N(c2nccs2)C1c1ccc(F)cc1 (stereo not given)
    1	-5	4	-2	-2	2	0	5	-3
> O=C(Nc1ccc(Cl)c([N+](=O)[O-])c1)C(NCCCO)c1ccccc1 (stereo not given)
    -3	-1	-2	-2	-8	0	2	5	-2
> O=C(Nc1ccn([C@H]2CC[C@@H](CO)O2)c(=O)n1)c1ccccc1
    -2	-9	-1	4	3	-3	-2	-4	-2
> CC(C)C(NC(=O)c1ccccc1F)C(=O)NCCCn1ccnc1 (stereo not given)
    -2	x	x	-3	x	x	5	8	-3
> COC(=O)c1ccc(OC)c(CSc2nnc(-c3ccc(C(C)(C)C)cc3)o2)c1
    x	3	1	0	-5	-2	x	x	-5
> CC1CCN(c2nc(NCc3ccco3)nc(N)c2[N+](=O)[O-])CC1
    1	-12	-2	8	6	-1	2	6	0
> Cn1cc([N+](=O)[O-])c(C(=O)Nc2nccs2)n1
    0	3	1	0	2	3	1	4	3
> N/C(=N\OC(=O)c1cccc(F)c1)c1ccccc1
    5	0	1	-1	0	4	-3	5	-3
> CCOC(=O)c1c(C)nc2sc3c(=O)n(-c4ccc(C(C)=O)cc4)cnc3c2c1-c1ccc(OC)cc1
    -2	4	9	5	13	10	6	8	6
> O=C(/C=C/c1ccccc1)Nc1cc(S(=O)(=O)N2CCOCC2)ccc1N1CCCC1
    3	0	0	6	4	2	0	3	-5
> O=c1oc2ccccc2c2c1C(O)CO2 (stereo not given)
    8	-3	1	1	2	3	5	6	4
> Cc1ccc(NC(=O)CCCn2nc(C)c3c(C)n(-c4ccccc4)nc3c2=O)c(Cl)c1
    -5	4	0	5	17	-2	-2	-1	3
> O=C(O)C1CCCCC1C(=O)NCCCN1CCOCC1 (stereo not given)
    5	2	0	6	-2	-5	6	10	-6
> FC(F)(F)c1cc(N2CCOCC2)nc(-c2ccccc2)n1
    -3	3	0	1	5	-2	4	3	2
> Cc1ccc([C@@H]2[C@@H]3C(=O)N(C)C(=O)[C@@H]3[C@]3(Cc4ccccc4)C(=O)N(Cc4ccccn4)CC(=O)N23)o1
    -6	2	-1	-1	-5	-3	2	3	-2
> O=C(Nc1ccc(Br)c(C(F)(F)F)c1)c1ccc(C(F)(F)F)cc1
    x	-26	-40	-54	-85	-82	x	x	0
> CC(C)[C@H]1CN(C)CCN1Cc1cn(C)nc1-c1cccc(Cl)c1
    4	3	2	1	4	-6	4	-4	3
> Cc1ccc(Cn2c(C(C)Nc3nc(-c4ccc(Cl)c([N+](=O)[O-])c4)cs3)nc3cc(C(F)(F)F)ccc32)cc1 (stereo not given)
    1	-5	-6	-4	-1	-9	-2	-11	-3
> CCOc1cc(C(c2c(C)[nH][nH]c2=O)c2c(C)[nH][nH]c2=O)cc([N+](=O)[O-])c1O
    -2	28	3	1	1	6	4	4	-12
> CCc1ccc(C(=O)Cn2ncc(Cl)c(Cl)c2=O)cc1
    2	21	-4	4	31*	-10	2	4	6
> Cc1ccc2nc(Cl)c(C3CC(c4cccs4)=NN3S(C)(=O)=O)cc2c1 (stereo not given)
    10	0	-2	0	4	2	3	0	0
> O=C(NC(=S)NCc1ccco1)c1ccccc1[N+](=O)[O-]
    -1	-5	0	9	-3	11	-3	0	0

# (listing goes on)
# Fields – PAFAH2 FP inh	GSTO1 counter	LYPLA1 inh	pPAFAH inh	LYPLA2 counter	PME-1 primary	PAFAH1B2 FP inh	PAFAH1B3 FP inh	PAD4 inh
> Cc1ccc(C)c(Nc2nc3nonc3nc2N2CCOCC2)c1
    1	-8	1	3	5	0	1	8	8
> CCOc1ccccc1CNCC1CCCO1 (stereo not given)
    2	0	3	-1	-1	1	2	17	3
> Cc1ncc(CSc2nccc(=O)[nH]2)c(CO)c1O
    -4	-2	1	2	-2	2	6	0	1
> CCOCCCn1cnc2c3cc(F)ccc3n(C)c2c1=O
    12	6	1	-1	4	-1	2	6	-3
> COC(=O)c1ccccc1NC(=O)NCCc1ccc(OC)c(OC)c1
    1	0	-4	4	2	1	-3	3	0
> CCOC(=O)c1c(C)oc2cc(Sc3ccccc3)c(O)c(O)c12
    x	48*	-1	28*	0	0	x	x	-1
> N#CC(C#N)=Cc1cc2ccccc2nc1N1CCCCC1
    -6	5	-1	1	-2	2	-1	-3	0
> COCCN(C(=O)COC(=O)c1cc(C)oc1C)c1c(N)n(Cc2ccccc2)c(=O)[nH]c1=O
    6	0	-2	6	0	1	-2	8	1
> Cc1ccc(C(=O)Nc2nc(-c3ccccn3)cs2)cc1S(=O)(=O)N1CCOCC1
    -4	x	-6	3	-4	2	4	2	-3
> CC1(C)C/C(=N\O)C(C(O)c2cccc([N+](=O)[O-])c2)C(C)(C)N1 (stereo not given)
    -4	4	1	2	1	6	2	1	2
> COc1ccc(N2CSC3=C(C#N)C(c4ccc(OC)c(OC)c4)CC(=O)N3C2)c(OC)c1 (stereo not given)
    9	28	-1	12	3	2	1	1	-14
> Cc1ccc(NC2=NCC(Cc3ccc(Br)cc3)S2)cc1 (stereo not given)
    1	4	-2	19	-1	3	10	-3	4
> Cn1c(=O)[nH]c(=O)c2c1nc(SCCC(=O)O)n2Cc1cccc(Br)c1
    -10	-3	4	3	5	1	-2	2	-11
> CC(Oc1ccc(C#N)cc1)C(=O)c1ccc(F)c(F)c1 (stereo not given)
    9	2	3	0	8	-9	3	3	-6
> COc1ccc(C(CC(=O)O)n2cnnn2)cc1 (stereo not given)
    4	0	-3	5	0	2	3	14	-3
> COc1ccc(C(=O)Nc2ccc(NC(=O)c3cccc(OC)c3)cn2)cc1
    -4	-6	2	1	1	-4	-5	2	3
> O=C(c1cn(-c2ccccc2)nc1-c1ccccc1)N1CCOCC1
    6	4	2	2	3	3	8	0	1
> CC1=Cc2ccccc2C(C#N)N1C(=O)c1ccccc1 (stereo not given)
    -3	0	0	1	-11	5	4	-2	-6
> Cc1c(C(=O)NCc2cccnc2)oc2ccc(S(=O)(=O)N3CC(C)CC(C)C3)cc12 (stereo not given)
    1	0	4	3	0	-1	3	1	-6
> CCC(C)/C(C)=N/NC(=O)c1ccccc1OCCOc1ccccc1 (stereo not given)
    3	3	-3	-3	2	-9	-2	1	4
> O=C(c1ccco1)N1CCN(C(=O)C2CCN(S(=O)(=O)c3cccs3)CC2)CC1
    -3	-4	1	2	-3	15	0	2	-5
> O=S1(=O)CCO[C@H]2Cc3ccccc3[C@H]2N1Cc1cccc(Cl)c1
    0	6	4	1	5	4	13	-3	3
> CN(C)S(=O)(=O)c1cc(NC(=O)CNCc2ccc(F)cc2)ccc1Cl
    -2	2	-1	4	-11	4	1	4	1
> Cc1cc(NC(=O)COC(=O)C2CCN(S(=O)(=O)c3ccccc3)CC2)c([N+](=O)[O-])cc1C
    4	-2	-2	15	3	13	3	3	-2
> O=C(CSCc1c(Cl)cccc1Cl)Nc1ccccc1-c1ccccc1
    -6	-5	-4	4	2	1	-1	1	-4
> O=C(CN1CCN(c2ccccc2)CC1)Nc1ccccc1C(F)(F)F
    1	-1	-2	7	4	-8	5	5	-1
> COc1ccc(NC(=O)c2[nH]ncc2[N+](=O)[O-])cc1
    3	12	-4	-4	0	-1	2	8	-1
> CCC/C(C#CCCN1C(=O)c2ccccc2C1=O)=C1/c2ccccc2C(=O)N1c1ccccc1
    -12	x	x	-1	x	x	-2	-7	-2
> c1ccc(CN2CCOCC2)cc1
    8	1	2	-6	5	-2	-2	-1	-2
> COc1ccc(C(=O)COC(=O)c2ccc(-n3cnnn3)cc2)c(OC)c1
    -2	-6	-1	0	8	-4	2	0	-6

# The listing continues.
# Fields – PAFAH2 FP inh	GSTO1 counter	LYPLA1 inh	pPAFAH inh	LYPLA2 counter	PME-1 primary	PAFAH1B2 FP inh	PAFAH1B3 FP inh	PAD4 inh
> CN(C)C(=O)CCc1ccc2c3c([nH]c2c1)[C@]1(C)[C@@H](C(=O)N2CCOCC2)C[C@H](CC(=O)NCC24CC5CC(CC(C5)C2)C4)C(=O)N1CC3
    2	x	x	14	x	x	3	3	-2
> O=C(NCC1CCCO1)C1CCC(=O)N1Cc1ccccc1Cl (stereo not given)
    6	-2	2	2	1	1	-1	-1	4
> O=S(=O)(NCC1CCC(NS(=O)(=O)c2c(F)cccc2F)CC1)c1ccc2c(c1)OCCO2 (stereo not given)
    7	x	x	7	x	x	3	4	-4
> O=C(ON=C1CCSCC1)c1ccccc1
    78*	-3	-1	8	4	1	1	5	-2
> CNC(=O)c1nc(C)n(-c2cc(Cl)ccc2Cl)n1
    -3	-4	-2	10	4	2	0	0	4
> O=C(CSc1nnc(SCc2ccccc2Cl)s1)N/N=C/c1ccc(C(=O)O)cc1
    2	-49	-2	-6	20	0	-1	7	0
> Cc1ccc(S(=O)(=O)N2CCC(=O)N(CCOC(=O)Nc3cc(C)cc(C)c3)CC2)cc1
    8	-4	-1	1	0	8	4	-6	-5
> COC(=O)C1C(=O)CC(C)(O)C(C(=O)OC)C1c1ccc2c(c1)OCO2 (stereo not given)
    0	3	-1	-3	-2	2	0	6	3
> COc1ccc(-c2noc(-c3cccnc3)n2)cc1OC
    6	1	-1	5	4	4	-1	3	0
> COC(=O)C1=C(C)N(Cc2ccccc2)C(=NCC(C)C)N[C@H]1c1cccc(C(F)(F)F)c1
    3	x	x	-5	x	x	5	7	-1
> Cc1cc(N2CCOCC2)ccc1/C=C1\SC(=O)N(C(C)C)C1=O
    -7	6	6	17	9	5	3	5	6
> CC1(C)Cc2c(sc(NC(=O)C(=O)N3CCCC3)c2C(N)=O)CO1
    1	10	0	3	2	-2	5	-1	5
> O=C(COC(=O)Cn1cnc2ccccc21)Nc1ccc2c(c1)C(=O)c1ccccc1C2=O
    10	8	3	1	6	5	-1	4	0
> FC(F)(F)c1cccc(N2CCN(C(=S)NC3CCCC3)CC2)c1
    -11	-5	-3	10	2	1	2	7	2
> O=C(NCc1ccco1)c1cccc(NS(=O)(=O)c2ccccc2F)c1
    -3	7	-1	-3	9	5	7	8	1
> O=C(CNCc1ccncc1)Nc1cc(S(=O)(=O)N2CCCCC2)ccc1Cl
    -1	-4	1	4	-5	4	-2	-5	1
